PKA-R1A act – PKA-R1A complex activation; P00514+P68181; PKA-R1A dissociation, Cy5-IP20 fluorescence polarization; scaled: DMSO 0%, 113 µM cGMP 100%; activation, % at 11.4 µM; hit rate 0.083% among 340,000; AID 504707;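 active = percent activation above the mean of all tested compounds plus 3 SD, cut at about 19% in these data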;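 also: higher means more PKAc released from R1A so a rise in polarization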
Pemphigus Ab inh – human desmoglein-3 autoantibody binding inhibition; DSG3-coupled beads, scFv-anti-DSG3-GFP binding, flow cytometry; stronger effect = lower value; hit rate 0.48% among 310,000; AID 588358; binding (percent of control), % at 10 µM;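 active = binding more than 3 SD below its plate's average and above zero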;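 also: hits lower antibody fragment binding to DSG3; some compounds called inactive have numbers as strong as hits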
Target sequence (P32926 whole entry, looked up, the tested form may be a part): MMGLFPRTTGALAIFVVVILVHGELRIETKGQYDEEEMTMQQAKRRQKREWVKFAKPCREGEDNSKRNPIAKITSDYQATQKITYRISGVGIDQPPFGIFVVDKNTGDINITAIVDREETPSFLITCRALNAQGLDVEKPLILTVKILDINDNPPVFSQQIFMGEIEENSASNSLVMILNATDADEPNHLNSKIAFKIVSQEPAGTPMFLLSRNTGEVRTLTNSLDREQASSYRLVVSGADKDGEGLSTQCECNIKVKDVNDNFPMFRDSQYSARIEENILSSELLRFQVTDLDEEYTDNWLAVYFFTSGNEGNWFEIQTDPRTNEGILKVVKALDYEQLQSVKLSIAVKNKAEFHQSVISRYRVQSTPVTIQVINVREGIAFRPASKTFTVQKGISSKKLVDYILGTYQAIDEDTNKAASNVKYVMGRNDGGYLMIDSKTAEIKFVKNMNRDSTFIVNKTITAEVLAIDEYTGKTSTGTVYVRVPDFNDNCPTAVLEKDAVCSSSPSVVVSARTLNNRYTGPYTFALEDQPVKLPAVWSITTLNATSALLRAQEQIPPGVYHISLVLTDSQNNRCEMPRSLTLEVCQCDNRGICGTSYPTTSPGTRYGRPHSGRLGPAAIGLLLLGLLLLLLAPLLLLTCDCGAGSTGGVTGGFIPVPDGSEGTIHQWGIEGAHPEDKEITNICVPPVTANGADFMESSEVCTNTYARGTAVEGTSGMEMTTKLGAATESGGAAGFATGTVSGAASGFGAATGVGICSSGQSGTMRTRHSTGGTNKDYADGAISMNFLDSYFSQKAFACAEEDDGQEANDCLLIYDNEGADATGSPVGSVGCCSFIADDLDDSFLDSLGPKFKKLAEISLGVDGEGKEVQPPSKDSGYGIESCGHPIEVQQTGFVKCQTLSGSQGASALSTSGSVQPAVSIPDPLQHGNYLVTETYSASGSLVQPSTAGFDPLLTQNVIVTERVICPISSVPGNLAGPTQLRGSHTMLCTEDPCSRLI
PKA-R2B act – activators of human PKA-R2B complex. AID 504700. P22694+P31323. activation, % at 11.4 µM. PKA-R2B holoenzyme dissociation, Cy5-IP20 fluorescence polarization; R2B truncated from residue 108, S112A mutant; 0% DMSO only, 100% 113 µM cGMP. hit rate 0.079% among 340,000;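 active = activation above a cutoff set at the mean over all compounds plus 3 SD, cut at about 18% in these data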;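 also: higher means more holoenzyme dissociation and a rise in polarization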
NSD2 HMT inh – blocks human histone methyltransferase NSD2; NSD2 peptide methylation, AlphaScreen, 120 min; O96028; inhibition, % at 12.5 µM; hit rate 0.54% among 310,000; in the data active = inhibition above about 50%
Numbers without * were called inactive. This is a subset; the hit share may differ from the screen's.

Start of the listing, in advance, two compounds:
The line under a structure holds: PKA-R1A act	Pemphigus Ab inh	PKA-R2B act	NSD2 HMT inh
COc1cccc(C(=O)NCCS(=O)(=O)N2CCCC(C)C2)c1 (centres undefined)
→ 0.6	98.6	-5.1	4.9
CC(=O)Nc1ccc(S(=O)(=O)NC(C)C(=O)OCC(=O)Nc2ccc(F)cc2Cl)cc1 (centres undefined)
→ 9.6	97.6	12.0	-0.5

Main list, from the first entry:
The line under a structure holds: PKA-R1A act	Pemphigus Ab inh	PKA-R2B act	NSD2 HMT inh
COc1cccc(C(=O)NCCS(=O)(=O)N2CCCC(C)C2)c1 (centres undefined)
→ 0.6	98.6	-5.1	4.9
CC(=O)Nc1ccc(S(=O)(=O)NC(C)C(=O)OCC(=O)Nc2ccc(F)cc2Cl)cc1 (centres undefined)
→ 9.6	97.6	12.0	-0.5
O=C(CCC1CCN(C(=O)C2CC=CCC2)CC1)Nc1ccccc1 (centres undefined)
→ -12.4	103.1	-3.6	-12.0
Cc1cccc(OC(C)C(=O)Nc2nc(-c3cccnc3)cs2)c1 (centres undefined)
→ -5.5	102.6	-0.3	-1.1
COc1ccc(/C=C2/SC(=O)N(CCNC(=O)C3CC(=O)N(Cc4ccccc4)C3)C2=O)cc1 (centres undefined)
→ -7.3	98.2	-4.2	0.0
COc1ccc(N2CCN(C(=O)c3ccc4c(c3)CCN4S(C)(=O)=O)CC2)cc1
→ -3.5	99.6	4.4	0.9
Cc1ccc(S(=O)(=O)NN=C2CC(C)(C)CC(=O)C2(C)C)cc1
→ -0.8	98.4	6.9	0.0
CC(=O)Nc1ccc(S(=O)(=O)NCC(=O)OCC(=O)NCCc2ccccc2)cc1
→ -0.8	104.3	-1.9	-2.3
Cc1cc(=O)oc2cc(OCC(=O)NC3(C#N)CCCCC3)ccc12
→ 0.0	106.0	-4.2	-1.2
COc1ccc(CCN2CC(C(=O)NCCc3ncccc3C)CCC2=O)cc1 (centres undefined)
→ -4.0	100.7	4.2	-1.9

Carrying on:
The line under a structure holds: PKA-R1A act	Pemphigus Ab inh	PKA-R2B act	NSD2 HMT inh
O=C(Nc1ccccc1Cl)OCC#CCOC(=O)Nc1ccccc1Cl
→ -6.0	104.8	1.3	0.9
CN(C(=O)COC(=O)c1cccc(S(=O)(=O)N2CCCCCC2)c1)c1ccccc1
→ -6.1	105.3	9.2	-0.7
Cc1ccc(S(=O)(=O)Nc2ccccn2)c(C)c1
→ 1.7	89.7	-7.2	-0.7
COc1ccccc1CN1CCNC(=O)C1CC(=O)N(C)C1CCOCC1 (centres undefined)
→ 2.3	105.3	11.2	5.8
CCOc1ccc(C2C3=C(CC(C)(C)CC3=O)N(CCCOC)C3=C2C(=O)CC(C)(C)C3)cc1OC
→ -9.3	105.4	13.3	1.5
Cc1cccc(C(=Cc2ccc([N+](=O)[O-])cc2)C(=O)O)c1
→ 0.0	102.0	-12.8	-6.3
COc1ccc(C(C#N)=Cc2cccc(OC)c2OC)cc1
→ -2.2	106.5	-17.3	-5.6
O=C(CCSc1nc(-c2ccccc2)c(-c2ccccc2)o1)N1CCCCC1
→ 10.3	104.8	0.3	-0.5
CCOC(=O)CCC1(C(=O)OC)C(=O)CCCCCC=C1C(=O)OC (centres undefined)
→ -3.5	103.5	-10.7	-3.9
O=c1[nH]cc(CCCc2ccccc2)c(=O)[nH]1
→ 3.0	99.6	9.3	0.4

(listing goes on)
The line under a structure holds: PKA-R1A act	Pemphigus Ab inh	PKA-R2B act	NSD2 HMT inh
COc1ccc(Br)cc1/C=N/NS(=O)(=O)c1ccccc1
→ -0.5	107.7	-0.9	-0.4
Cc1ccc(-n2c(-c3ccc(Br)cc3)n[nH]c2=S)c(C)c1
→ -6.5	95.7	-0.1	4.7
CC(C)c1ccc(Nc2nc(N3CCOCC3)nc(N3CCOCC3)n2)cc1
→ 4.6	96.0	14.2	-3.5
CN(C1CCCCC1)S(=O)(=O)c1ccc(SCC(N)=O)nc1
→ -12.9	99.9	-4.7	-1.0
CCOc1ccc(/C=C/C(=O)N(CC)CC(=O)Nc2c(F)cccc2F)cc1OC
→ -2.9	101.7	-5.5	43.1
COCCn1c(=S)[nH]c2cc(C(=O)NC3CCCCC3C)ccc2c1=O (centres undefined)
→ 2.2	101.9	-4.7	0.9
O=C(c1ccc(CS(=O)c2ccccc2Cl)o1)N1CCN(C2CCCCC2)CC1 (centres undefined)
→ 7.7	105.3	-2.3	2.8
CCOc1cc(N2CCOCC2)c(OCC)cc1NC(=O)COC(=O)c1c(C)noc1C
→ 14.0	98.6	4.8	0.0
Cc1ccc(S(=O)(=O)N(C)c2ccc(C(=O)NCC(c3ccccc3)N3CCCC3)cc2)cc1 (centres undefined)
→ 8.7	117.4	4.0	1.6
O=C(COC(=O)c1ccc(S(=O)(=O)N2CCCC2)cc1)Nc1ccccc1Cl
→ 15.8	90.4	0.8	-1.1

The list continues:
The line under a structure holds: PKA-R1A act	Pemphigus Ab inh	PKA-R2B act	NSD2 HMT inh
CN1CCN(C(=O)CCn2c(=S)[nH]c3ccccc3c2=O)CC1
→ 10.8	100.5	2.8	2.7
CC(=O)NCCc1ccc(C(=O)COC(=O)c2ccc(C)s2)cc1
→ 5.6	109.9	3.5	-0.4
C[C@H](NC(=O)C1CCN(S(=O)(=O)c2ccccc2)CC1)C(=O)NCc1cccnc1
→ -0.1	103.5	3.4	-3.5
O=C1CCC2c3[nH]c4ccccc4c3CCN12 (centres undefined)
→ -1.0	103.7	-4.7	-1.9
Cc1ccc(NC(=O)CN2C(=O)NC3(CCCCC3C)C2=O)cc1S(=O)(=O)N1CCOCC1 (centres undefined)
→ 6.9	105.5	-10.4	-0.3
Cc1cc(C)c(NC(=O)CN2CCN(S(=O)(=O)c3ccc4c(c3)OCCO4)CC2)c(C)c1
→ 2.9	104.9	-6.2	-0.1
CN(CC1CCCN(CCc2ccccc2F)C1)C(=O)c1cc2ccccc2o1 (centres undefined)
→ 8.7	99.5	-10.7	12.5
O=Cc1cn(CCOc2ccc(F)cc2)c2ccccc12
→ 1.9	102.9	6.1	-4.6
COc1ccccc1C(=O)N1CCN(C(=O)c2oc3c(C)c(C)ccc3c2C)CC1
→ 0.9	102.4	9.8	11.2
Cc1cccc(-c2nc(NCCN(C)C)c3ccccc3n2)c1
→ -5.7	105.8	-1.7	18.5

Continued:
The line under a structure holds: PKA-R1A act	Pemphigus Ab inh	PKA-R2B act	NSD2 HMT inh
Cc1ccc(S(=O)(=O)N2CCCCC2)cc1NC(=O)C1CCN(C(=O)OC(C)(C)C)CC1
→ -1.8	95.4	0.4	-0.9
CCCOc1ccc(C2C(C(=O)c3ccco3)=C(O)C(=O)N2CCCn2ccnc2)cc1OC (centres undefined)
→ -8.4	106.1	1.8	0.8
COc1cccc(-c2cccc(NC(=O)C3CCN(CCCn4cccn4)CC3)c2)c1
→ 0.2	103.0	2.5	-2.9
COc1ccccc1CN1CC(C(=O)NCCCCc2ccccn2)CCC1=O (centres undefined)
→ -3.5	102.2	1.9	1.9
N#Cc1ccsc1NC(=O)c1ccc2ncsc2c1
→ 0.7	106.6	2.9	-3.7
COc1cccc(N2CCN(C(=O)c3cccc(S(=O)(=O)N4CCCC4)c3)CC2)c1
→ 0.5	102.2	-4.8	-4.0
Cc1ccc(-c2nn(-c3ccccc3)cc2C(=O)Nc2cccc(S(=O)(=O)NC3=NCCC3)c2)cc1
→ -0.9	97.1	4.7	1.5
O=C(Nc1ccc2c3c(cccc13)CC2)c1ccccc1
→ 3.0	97.2	0.8	0.8
O=C(NCCc1ccccc1)c1ccccc1C(F)(F)F
→ -0.9	100.0	-3.2	-0.5
O=C(O)c1cccc(S(=O)(=O)Nc2ccccc2Oc2ccccc2)c1
→ -7.7	101.8	6.9	-2.0

The listing continues:
Structure	PKA-R1A act	Pemphigus Ab inh	PKA-R2B act	NSD2 HMT inh
COc1ccc(OCc2cc(C(=O)NC(C)c3nc(C)cs3)no2)c(Cl)c1 (centres undefined)	4.9	99.3	-3.1	-0.3
CSCCC(NC(=O)COc1ccccc1)C(=O)N(C)Cc1c(F)cccc1Cl (centres undefined)	-0.5	104.0	2.1	9.1
COC(=O)c1cc(N/C(N)=N/c2nc(C)cc(C)n2)cc(C(=O)OC)c1	-6.2	103.3	-5.6	0.6
O=C(CN1C(=O)C2CC=CCC2C1=O)Nc1ccc(F)c(Cl)c1 (centres undefined)	8.4	104.8	5.7	-1.0
CC(=O)NC1CC2CCCC(C1)N2C(=O)Nc1c(C)cccc1C (centres undefined)	-0.9	102.9	8.7	27.1
O=c1[nH]cc(CCc2ccccc2)c(=O)[nH]1	5.1	103.5	2.8	24.1
O=C(COC(=O)C1CCN(S(=O)(=O)c2ccc(Cl)c(C(F)(F)F)c2)CC1)NCC1CCCO1 (centres undefined)	15.1	101.0	-5.1	-5.7
Cc1noc(C)c1CCC(=O)Nc1cc(Cl)ccc1C(=O)O	-9.6	98.3	-6.0	-1.7
Cc1ccccc1Nc1nc(N)nc(COC(=O)c2ccc3c(c2)OCCO3)n1	-0.8	101.2	-7.8	-7.5
Cc1ccc(NC(=O)C(C)Sc2nnc3n2CCCCC3)cc1S(=O)(=O)N1CCOCC1 (centres undefined)	10.4	102.5	6.6	2.0

Part of the list above, field by field:
O=c1[nH]cc(CCc2ccccc2)c(=O)[nH]1
  PKA-R1A act = 5.1
  Pemphigus Ab inh = 103.5
  PKA-R2B act = 2.8
  NSD2 HMT inh = 24.1
O=C(COC(=O)C1CCN(S(=O)(=O)c2ccc(Cl)c(C(F)(F)F)c2)CC1)NCC1CCCO1 (centres undefined)
  PKA-R1A act = 15.1
  Pemphigus Ab inh = 101.0
  PKA-R2B act = -5.1
  NSD2 HMT inh = -5.7
Cc1noc(C)c1CCC(=O)Nc1cc(Cl)ccc1C(=O)O
  PKA-R1A act = -9.6
  Pemphigus Ab inh = 98.3
  PKA-R2B act = -6.0
  NSD2 HMT inh = -1.7
Cc1ccccc1Nc1nc(N)nc(COC(=O)c2ccc3c(c2)OCCO3)n1
  PKA-R1A act = -0.8
  Pemphigus Ab inh = 101.2
  PKA-R2B act = -7.8
  NSD2 HMT inh = -7.5

Next results follow:
Structure	PKA-R1A act	Pemphigus Ab inh	PKA-R2B act	NSD2 HMT inh
COc1cc2ccc(C(C)=O)c(O)c2cc1OC	4.6	104.3	-2.2	-16.0
COc1ccc(S(=O)(=O)N2CCCCCC2)cc1NC(=O)CCNC(=O)c1ccc(Cl)cc1	-1.1	97.5	0.0	0.2
CCOC(=O)N1CCN(S(=O)(=O)N2CCCC(C(=O)NCc3ccc(C)cc3)C2)CC1 (centres undefined)	-5.4	98.4	3.5	18.0
CCCCN(C(=O)c1cc(S(=O)(=O)N2CCOCC2)ccc1N1CCOCC1)c1ccccc1	-7.5	109.2	-2.8	3.0
O=C(c1ccc(Br)cc1)N1CCN(c2ccccn2)CC1	7.5	100.2	-9.7	0.5
Cc1ccc(S(=O)(=O)NCc2ccccc2)cc1C(=O)NCC(=O)Nc1c(C)cccc1C	11.9	106.6	4.1	-1.6
Cc1cc(Br)c(NC(=O)CN2C(=O)NC3(CCOc4ccccc43)C2=O)c(Br)c1 (centres undefined)	20.0*	110.9	2.5	3.2
O=C(COC(=O)c1ccccc1Cl)Nc1cccc(S(=O)(=O)N2CCCCC2)c1	-7.5	109.9	-1.3	-2.0
Cc1cccc(NC(=O)C(C)Sc2ncnc3sccc23)c1 (centres undefined)	2.9	134.4	-6.3	-2.4
O=C(Nc1ccc(S(=O)(=O)Nc2ncccn2)cc1)c1ccc(Br)cc1	-0.7	95.2	2.7	0.1

Continuation:
Structure	PKA-R1A act	Pemphigus Ab inh	PKA-R2B act	NSD2 HMT inh
O=C(CSc1nnc(-c2cccnc2)o1)Nc1ccc(F)cc1	4.7	100.5	5.0	1.3
CC(OC(=O)c1cccc(S(=O)(=O)N2CCOCC2)c1)C(=O)NCC1CCCCC1 (centres undefined)	-0.2	106.1	12.7	-1.9
COc1ccc(OC)c(C(=O)CCCCC(=O)c2cc(OC)ccc2OC)c1	9.1	107.6	-5.3	-1.1
COc1ccc(S(=O)(=O)N2CCOCC2)cc1NC(=O)CN1C(=O)NC2(CCC(C)CC2)C1=O (centres undefined)	0.8	98.0	-6.8	1.5
CN(CC(=O)Nc1ccc(Cl)cc1)CC(=O)N1CCc2ccccc21	2.6	105.9	-3.9	-2.2
COc1cc(OC)cc(C(=O)OCC(=O)NC2CCCCCCC2)c1	-0.6	98.5	-8.6	0.2
O=C(c1ccc2c(c1)OCCO2)N1CCN(c2ccc(C(F)(F)F)cn2)CC1	-4.6	95.1	-2.7	-4.8
Cc1nc(N)ncc1CCC1OCCO1	6.3	103.4	-8.2	0.6
Nc1c(C(=O)Nc2ccccc2)sc2nc(N3CCOCC3)c3c(c12)CCCC3	6.8	99.7	-7.7	-2.2
Cc1cc(Cl)ccc1OCC(=O)OCC(=O)Nc1ccc(Cl)cn1	4.7	96.0	1.9	-1.1

New compounds follow
Structure	PKA-R1A act	Pemphigus Ab inh	PKA-R2B act	NSD2 HMT inh
O=S(=O)(c1ccc(SCc2c(F)cccc2Cl)nc1)N1CCCC1	0.0	100.4	3.4	10.4
CC(C)c1ncc(CO)n1Cc1c(Cl)cccc1Cl	2.1	103.2	-0.2	-0.2
O=C1CCC2CN3CCc4c([nH]c5ccccc45)C3CC2C1 (centres undefined)	-3.2	104.2	-2.9	-7.4
Cc1ccc(S(=O)(=O)NN=CC2(c3ccccc3)CC2)cc1	8.0	108.2	12.8	0.5
Cc1occc1C(=O)N(C)CC1CCCN(CCc2ccc(Cl)cc2)C1 (centres undefined)	-11.3	106.5	0.8	5.7

Source: PubChem
